PLCg1 inh: blocks human PLC-gamma1 enzyme activity; P19174; purified PLC-gamma1, fluorogenic substrate, fluorescence; inhibition, % at 12.2 µM; 370,000 tested, 0.84% active; AID 720700; in the data active = inhibition above about 9.5%
ADAM10 inh: ADAM10 inhibition, QFRET primary screen | O14672 | 370,000 tested, 0.62% active | inhibition, % at 7 µM | recombinant ADAM10, EDANS/DABCYL FRET peptide cleavage, 3 h;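 active = inhibition above a per-campaign cutoff equal to the mean of compounds falling between control-based bounds plus 3 SD, cut at about 20% in these data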;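 note: 0% = DMSO wells while the 100% control is not disclosed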
PLC-beta3 inh: PLC-beta3 (human) inhibition, primary screen; inhibition, % at 12.2 µM; 370,000 tested, 0.18% active; Purified PLC-beta3, fluorogenic substrate, fluorescence; Q01970; AID 720704; in the data active = inhibition above about 11%;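 note: 0% = median of compound wells on plate and 100% = full blocker control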
ARFGAP1 inhibitor: rat ARFGAP1 inhibition; Q62848; Arfgap1-stimulated ARF1 GTP hydrolysis, GDP FP detection; inhibition, % at 16.5 µM; 360,000 tested, 0.26% active; AID 651572;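 active = inhibition above a per-plate limit, mean inhibition of low control wells plus 3 SD, cut at about 25% in these data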;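 note: 0% = DMSO wells with enzyme and 100% = wells lacking Arfgap1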
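Assay system: Rat Arfgap1 GAP domain (His6, aa 1-136), purified enzyme | Buffer or medium: HEPES 25 mM pH 7.5, NaCl 150 mM, MgCl2, DTT | Schedule: GTP hydrolysis reaction 2 h at 25 °C | Signal: FP of antibody-bound GDP Alexa 633 tracer, ex 620/em 688 nm | Measure: Percent inhibition of Arfgap1-stimulated GTP hydrolysis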
ADAM17 inh: inhibitors of human ADAM17; P78536; recombinant ADAM17, EDANS/DABCYL FRET peptide cleavage; inhibition, % at 6.95 µM; 370,000 tested, 0.83% active;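 active = inhibition above the mean of compounds lying between control limits plus 3 SD, set per campaign, cut at about 8.5% in these data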;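 note: 0% = DMSO-only wells as the low control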
Target sequence (P78536 215-824 limits assumed): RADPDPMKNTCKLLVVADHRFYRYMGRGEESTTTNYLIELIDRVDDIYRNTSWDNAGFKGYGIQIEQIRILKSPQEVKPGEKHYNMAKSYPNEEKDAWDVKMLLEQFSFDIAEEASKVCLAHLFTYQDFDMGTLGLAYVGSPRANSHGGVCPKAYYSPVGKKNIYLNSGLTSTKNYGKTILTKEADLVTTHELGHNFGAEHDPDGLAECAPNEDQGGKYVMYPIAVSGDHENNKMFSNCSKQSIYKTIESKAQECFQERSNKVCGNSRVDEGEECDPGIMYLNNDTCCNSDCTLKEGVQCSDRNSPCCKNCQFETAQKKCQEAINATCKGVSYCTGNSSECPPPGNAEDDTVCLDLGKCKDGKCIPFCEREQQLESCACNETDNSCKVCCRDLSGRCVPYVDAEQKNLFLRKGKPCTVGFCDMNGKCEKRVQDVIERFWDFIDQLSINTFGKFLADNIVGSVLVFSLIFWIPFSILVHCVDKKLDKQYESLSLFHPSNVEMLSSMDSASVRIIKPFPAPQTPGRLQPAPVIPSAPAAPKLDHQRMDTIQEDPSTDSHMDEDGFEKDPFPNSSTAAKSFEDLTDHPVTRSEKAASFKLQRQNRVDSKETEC
DDE Tn6 FP inh: disrupts Tn6 cyclic peptide binding to fibrin D-Dimer-E complex; 370,000 tested, 0.21% active; Fibrin DD(E) TRITC-Tn6 fluorescence polarization displacement; AID 720509; P02675; inhibition, % at 8.3 µM;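 active = inhibition above a per-campaign cutoff: mean of compounds within control limits plus 3 SD, cut at about 15% in these data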;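 note: 0% = median of all compound wells on the plate and 100% = blocking peptide control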
ASAP1 inh: ASAP1 ArfGAP inhibition; Q9ULH1; ASAP1-stimulated ARF1 GTP hydrolysis, GDP FP detection; inhibition, % at 16.5 µM; 360,000 tested, 0.19% active; AID 624377; in the data active = inhibition above about 25%;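 note: 0% = vehicle with enzyme and substrate and 100% = no enzyme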
Target sequence (Q9ULH1 325-724 limits assumed): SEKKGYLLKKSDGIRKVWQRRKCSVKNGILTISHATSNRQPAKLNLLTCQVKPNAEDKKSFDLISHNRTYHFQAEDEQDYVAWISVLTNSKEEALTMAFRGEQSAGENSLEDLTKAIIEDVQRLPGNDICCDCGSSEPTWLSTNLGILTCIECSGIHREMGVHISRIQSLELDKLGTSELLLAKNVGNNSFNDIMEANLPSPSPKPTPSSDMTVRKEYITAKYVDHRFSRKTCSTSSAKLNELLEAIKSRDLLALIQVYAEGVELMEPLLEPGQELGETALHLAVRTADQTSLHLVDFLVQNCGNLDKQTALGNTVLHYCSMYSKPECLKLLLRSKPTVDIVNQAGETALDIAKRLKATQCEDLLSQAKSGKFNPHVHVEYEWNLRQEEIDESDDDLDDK
TDP2 absorb: TDP2 (human) inhibition, absorbance primary screen; O95551; inhibition, % at 12.8 µM; 370,000 tested, 0.34% active; recombinant TDP2, T5PNP hydrolysis, p-nitrophenol absorbance 415 nm; AID 720702;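 active = inhibition above the mean of all tested compounds plus 3 SD, set per campaign, cut at about 25% in these data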;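 note: 0% = DMSO with enzyme and 100% = buffer with substrate but no TDP2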
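Test system: human TDP2 enzyme; Input: 120 nM TDP2 per well; Buffer or medium: Mg2+-containing Tris-HCl buffer, pH 7.5; Reagent: 5 mM T5PNP; Dosing: 12.8 µM single point, 1% DMSO; Incubation: reaction 2 h, 37 °C; Detection: p-Nitrophenol epi absorbance; Read-out: % inhibition relative to enzyme-containing and enzyme-free wells; Replicates: single well per compound.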
SIAE inh: human SIAE inhibition, primary screen; Q9HAT2; SIAE FP-Rh probe binding, fluorescence polarization; inhibition, % at 9.66 µM; 370,000 tested, 0.69% active; AID 1053197;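 active = inhibition above a cutoff: mean of compounds within the control limits plus 3 SD of those, cut at about 17% in these data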;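 note: 0% = plate median of compound wells and 100% = probe without SIAE protein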
Tn7 DDE FP: disrupts Tn7 cyclic peptide binding to fibrin D-Dimer-E complex; 370,000 tested, 0.13% active; inhibition, % at 8.3 µM; AID 720508; FP displacement of FITC-Tn7 peptide from fibrin DD(E); 0% = median of compound wells per plate; P02675;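 active = inhibition above the mean of compounds falling within the control limits plus 3 SD of them, cut at about 14% in these data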;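 note: 0% = plate median of compound wells and 100% = 10 µM Aha-Tn7 peptide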
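assay system = human clot-derived fibrin DD(E) complex | quantity = Fibrin-DD(E) at 2 µM final | timing = 10 min preincubation, 3 h with tracer, room temperature | signal = fluorescence polarization | measure = percent inhibition | benchmarks = high control wells with 10 µM unlabelled Aha-Tn7 peptide (full inhibition) | replicates = singlicate testing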
Numbers without * were called inactive; i = inactive; . = not tested or not shown. Compounds were not picked by outcome; about 3.6% have a hit in one of these screens.

SMILES	PLCg1 inh	ADAM10 inh	PLC-beta3 inh	ARFGAP1 inhibitor	ADAM17 inh	DDE Tn6 FP inh	ASAP1 inh	TDP2 absorb	SIAE inh	Tn7 DDE FP
Cc1ccc(C)c(Cn2nnc3c(=O)[nH]c(C4CCCN(C(=O)C5CCCCC5)C4)nc32)c1 (stereo not drawn)	-3.1	-3.2	-2.9	-7.8	-2.9	-1.5	3.8	-0.2	-3.6	2.9
O=C(NCC1CCN(C(=O)C(=O)c2cccs2)CC1)c1ccc2c(c1)OCO2	0.8	-0.6	1.8	15.1	-4.2	-3.7	3.0	3.8	-0.5	0.3
CCCCC(NC(C)=O)c1nc2ccccc2n1CCC (stereo not drawn)	1.4	4.1	0.6	11.7	1.3	5.2	12.1	-8.7	-4.7	-4.6
COc1cc(NC(=O)c2c(F)c(F)c(OC)c(F)c2F)ccc1NC(=O)c1cccs1	2.2	7.6	-9.4	14.4	2.6	-10.6	-0.3	-8.7	-6.4	-4.8
CC(C)COC(=O)N1CCCCC1c1cc(C(=O)NC(C)C)no1 (stereo not drawn)	-0.6	-8.9	-1.9	7.8	-5.3	3.4	-8.3	-1.2	1.6	-5.0
Cc1cccc(N/C(N)=N/c2nc(CSc3ccc(Cl)cc3)cc(=O)[nH]2)c1	3.2	3.2	-4.9	4.4	-3.2	-2.5	15.3	0.9	-2.0	-3.0
CC(=O)c1c(C)[nH]c(C(=O)Nc2nc(C)cs2)c1C	-10.2	-9.4	-20.6	-9.0	-5.6	-8.9	0.1	-17.1	-4.0	-1.3
COc1ccc(-c2cccc(C(=O)Nc3cccc(C(=O)O)c3)c2)cc1	0.3	-4.1	0.2	18.6	-4.1	0.1	0.3	-11.6	-12.3	7.1
CN(Cc1ccccc1)C(=O)OCc1cn(Cc2c(F)cccc2F)nn1	-1.0	0.8	1.7	.	-2.2	4.3	.	-6.0	3.1	5.6
CCn1nc(C(=O)Nc2ccc(S(=O)(=O)Nc3nccs3)cc2)c2ccccc2c1=O	-7.6	-3.3	-25.7	5.6	-1.7	-0.2	4.8	-2.7	-7.2	-4.8
O=C(O)C1C2C=CC(C2)C1C(=O)NC(c1ccccc1)c1ccccc1 (stereo not drawn)	-0.8	3.5	4.1	-0.5	-3.6	1.9	-0.3	3.4	0.1	0.1
C[C@H](CO)N1C[C@H](C)[C@@H](CN(C)CC2CCCCC2)Oc2c(NS(=O)(=O)c3cn(C)cn3)cccc2C1=O	-5.2	-11.4	-8.3	8.8	-5.7	-6.8	0.7	12.1	3.5	3.8
Cc1cccc(C)c1OCC(=O)Nc1cccc(S(=O)(=O)N2CCCC2)c1	-1.6	-0.6	-3.5	16.8	1.8	4.2	-5.8	-8.9	15.4	8.1
COc1ccc(Cl)cc1S(=O)(=O)N1CCN(C(=O)c2cc(OC)c(OC)c(OC)c2)CC1	0.6	4.1	1.9	5.4	-2.1	8.3	0.8	-0.9	-7.4	5.0
CC[C@]12c3[nH]c4ccc(OC)cc4c3CCN1C(=O)C(CC(=O)NCCC1=CCCCC1)C[C@@H]2C(=O)N1CCN(C(=O)C2CC2)CC1 (stereo partly drawn)	6.9	-6.1	2.6	2.2	4.2	6.9	7.0	-0.4	-0.6	1.2
CCC(c1nnnn1-c1ccc2c(c1)OCCO2)N1CCN(c2ccc(C(F)(F)F)cn2)CC1 (stereo not drawn)	-1.3	-14.4	-2.7	9.7	-3.5	-1.8	6.2	2.3	7.2	4.5
O=C(O)c1ccc(NC(=O)c2ccc3c(c2)C(=O)N(c2ccccc2)C3=O)cc1	-10.3	0.8	-6.0	-0.3	-1.3	0.1	2.8	0.0	-16.2	0.6
CC(Oc1ccc(F)cc1F)C(=O)NNC(=S)NCC1CCCO1 (stereo not drawn)	-3.0	2.0	-3.7	5.7	1.0	10.8	9.5	-10.8	2.2	0.5
Cc1ccc(SCCC(=O)Nc2ccccc2C(=O)NC2CCCCC2)cc1	1.7	-1.9	3.1	-3.0	-3.0	2.4	-2.6	5.5	3.8	6.4
O=C(CN1C(=O)/C(=C\c2ccccc2Br)Oc2ccccc21)NCCCN1CCOCC1	i	-304.1	i	-5.4	-97.3	4.9	-5.6	-3.4	-1.6	1.8
CCOc1ccc2oc(C(=O)OC(C(=O)NC(N)=O)C(C)C)c(C)c2c1 (stereo not drawn)	-54.3	-113.8	-92.3	-0.6	-43.1	-0.1	-0.8	9.2	-5.2	2.6
Cc1[nH]c2ccc(C(=O)N3CCN(c4ccc(F)cc4)CC3)cc2c1C	0.4	7.8	-8.5	12.6	3.7	-2.3	-7.8	-9.0	0.5	2.1
CCN1CCN(C(c2cccs2)C(C)NS(=O)(=O)c2ccccc2)CC1 (stereo not drawn)	1.7	-5.1	2.2	1.1	-1.1	-1.1	1.1	1.0	0.0	5.3
Nc1ccc2c(c1)C(=NO)c1cc([N+](=O)[O-])ccc1-2	-32.5	0.8	-49.6	-4.9	1.2	-0.9	25.9*	6.1	-5.2	3.3
COc1ccc(-c2cc(C(F)(F)F)n3nc(C(=O)Nc4c(C)n(C)n(-c5ccccc5)c4=O)c(Cl)c3n2)cc1	-2.6	-3.7	1.5	-13.8	0.2	9.1	-1.6	0.9	7.6	-0.8

Shown comma-delimited: part of the list above.
SMILES,PLCg1 inh,ADAM10 inh,PLC-beta3 inh,ARFGAP1 inhibitor,ADAM17 inh,DDE Tn6 FP inh,ASAP1 inh,TDP2 absorb,SIAE inh,Tn7 DDE FP
CCCCC(NC(C)=O)c1nc2ccccc2n1CCC (stereo not drawn),1.4,4.1,0.6,11.7,1.3,5.2,12.1,-8.7,-4.7,-4.6
O=C(O)C1C2C=CC(C2)C1C(=O)NC(c1ccccc1)c1ccccc1 (stereo not drawn),-0.8,3.5,4.1,-0.5,-3.6,1.9,-0.3,3.4,0.1,0.1

New compounds follow
SMILES	PLCg1 inh	ADAM10 inh	PLC-beta3 inh	ARFGAP1 inhibitor	ADAM17 inh	DDE Tn6 FP inh	ASAP1 inh	TDP2 absorb	SIAE inh	Tn7 DDE FP
O=C(CSc1nc2ccccc2[nH]1)c1ccco1	3.7	9.3	1.5	3.3	0.5	1.0	-3.9	5.0	6.0	5.2
O/N=C/c1ccc(OCc2ccccc2F)c(Cl)c1	7.5	6.8	-1.4	1.8	5.4	3.3	20.2	4.0	-10.8	4.7
COc1ccc(CCn2c(-c3ccco3)nc3nc4ccccc4nc32)cc1	-94.6	-70.3	-123.9	2.1	-24.9	-10.4	0.5	0.4	-0.6	-12.3
Cn1c(SCc2ccccc2Cl)nc(C(F)(F)F)cc1=O	-2.1	7.5	2.0	-11.1	-2.7	10.1	4.0	-4.5	-7.9	10.8
Oc1ccc(/C=N/NC(=S)Nc2cccnc2)c(O)c1	-111.8	-26.4	-127.5	7.8	-6.8	9.2	0.9	-12.3	5.6	4.2
Cc1ccc(SCCN)cc1C	3.0	-0.7	-0.8	-8.0	0.0	-3.3	-2.4	-2.2	-0.4	-4.0
Cc1ccccc1CC1(CO)CCCN(C(=O)Cc2c(F)ccc(F)c2F)C1 (stereo not drawn)	2.4	-10.9	-5.2	1.6	-3.9	-0.1	9.4	-24.8	-8.1	-5.5
CCOC(=O)c1ccc(CNC(=O)c2n[nH]c(=O)c3ccccc23)o1	4.8	7.9	2.4	3.5	-0.8	-1.5	-5.1	0.0	-1.5	0.5
C/C(CC(=O)Nc1ccc(Cl)c(Cl)c1)=N\NC(=O)C(=O)N1CCCCC1	6.2	3.4	-0.6	4.6	3.9	-6.3	2.6	3.1	1.4	-5.5
COc1ccc(NC(=O)CSCC(=O)N2CCN(c3cccc(C(F)(F)F)c3)CC2)cc1	3.5	9.6	-2.0	2.2	0.7	-0.1	4.8	-5.4	-3.1	-0.6
C=CCc1cc(Cl)ccc1OC(=O)Nc1cccc(Cl)c1	0.0	-3.8	-5.7	8.5	-3.6	-0.7	15.2	-10.2	-10.2	-1.7
Cc1ccccc1NC(=S)N=Nc1c(O)n(C)c2ccc(S(=O)(=O)N3CCOCC3)cc12	0.3	7.9	4.9	-7.2	6.2	-4.0	5.4	-0.9	-8.0	5.8
CCCCC(=O)Nc1ccc(NC(=S)NC(=O)c2ccco2)cc1OC	4.7	2.0	-7.1	5.3	-1.6	-2.9	2.2	-10.4	-4.2	-2.8
Cc1nc2ccccc2c(=O)n1NC(=O)c1cncc(Br)c1	1.3	-3.5	1.8	8.7	-4.2	-0.8	1.6	-5.8	1.8	1.2
CC(NC(=O)c1ccccc1NS(=O)(=O)c1ccc(CCC(=O)O)cc1)c1ccccc1 (stereo not drawn)	-10.2	-40.8	-26.2	2.2	-15.2	-0.3	-6.7	-7.2	5.0	2.3
COc1ccccc1-c1cn[nH]c1-c1ccc(OCC(=O)NN)cc1O	-2.8	9.3	-7.8	0.8	0.5	4.6	2.4	-23.7	-1.9	3.3
CC(=O)c1ccc(NC(=O)C2CCCN(S(=O)(=O)c3ccc(-n4cnnn4)cc3)C2)cc1 (stereo not drawn)	-0.1	-1.8	-4.0	-0.9	-1.3	1.3	-3.8	7.2	-6.0	-4.0
COc1ccc(NC(=O)CC2COc3ccccc3O2)c(OC)c1 (stereo not drawn)	-0.6	0.4	3.4	-12.9	-2.2	-4.2	-1.0	7.2	-3.4	-5.8
CS(=O)(=O)N1N=C(c2ccco2)CC1c1ccc(Cl)cc1Cl (stereo not drawn)	3.8	2.8	-3.8	5.7	0.8	-0.5	5.3	-3.5	4.5	-0.1
O=C(O)C(Cc1ccccc1N(CCO)CCO)N1C(=O)c2ccccc2C1=O (stereo not drawn)	-40.0	-45.7	-37.9	-10.3	-11.0	3.5	-5.6	-1.1	-2.0	-5.8
COc1ccccc1Nc1cc(C(=O)NC2CCCC2)c2ccccc2n1	-7.8	3.0	-20.4	11.0	-1.7	5.8	4.3	-1.6	5.5	-1.7
CCN(CC)CCCN1C=C2C(=O)C(C)(OC(=O)CCC(=O)OC)C(=O)C=C2C=C1C1CC1 (stereo not drawn)	-9.7	1.3	-13.6	4.1	-5.5	-3.9	7.9	20.9	5.6	4.6
O=C(CN1CCOCC1)NCCc1ccccc1	0.3	2.5	-4.6	-1.8	-1.7	1.4	-5.5	8.0	-9.6	3.9
O=C(NCC1CCCCC1)c1cc(S(=O)(=O)N2CCCCC2)ccc1N1CCOCC1	1.5	-0.5	-2.9	4.8	-3.1	0.7	-6.5	2.5	-7.8	-3.8

High-throughput results as filed in PubChem.
